Compound activity: PubChem BioAssay, Broad Institute
ERp5 inh – inhibitors of human ERp5 | inhibition, % at 9.99 µM | 0.05% of 350,000 active | Q15084 | ERp5 insulin aggregation, absorbance 650 nm, 90 min;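 active = mean replicate inhibition above about 25%, with every replicate also reaching it, limit read from the data, passing the limit was not always enough; inconclusive = only one of those two criteria met; inactive = neither criterion met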
Target sequence (Q15084 whole entry, looked up): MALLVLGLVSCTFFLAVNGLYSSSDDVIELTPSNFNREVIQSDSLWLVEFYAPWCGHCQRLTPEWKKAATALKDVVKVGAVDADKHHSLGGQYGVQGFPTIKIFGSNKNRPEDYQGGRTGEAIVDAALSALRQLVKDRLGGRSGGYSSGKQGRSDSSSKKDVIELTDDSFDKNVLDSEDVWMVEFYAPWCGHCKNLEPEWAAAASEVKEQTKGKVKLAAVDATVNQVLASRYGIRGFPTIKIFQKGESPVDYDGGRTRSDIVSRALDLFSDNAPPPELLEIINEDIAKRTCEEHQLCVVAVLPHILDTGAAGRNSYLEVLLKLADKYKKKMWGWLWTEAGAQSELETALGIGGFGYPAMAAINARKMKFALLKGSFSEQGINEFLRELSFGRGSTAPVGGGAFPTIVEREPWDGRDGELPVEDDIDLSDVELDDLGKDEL
miR-122 sensor – blocks miR-122 activity in Huh7 sensor cells | AID 602342 | activation (reporter increase), % at 12.5 µM | Huh7 miR-122 Renilla luciferase sensor, 48 h; neutral wells = 0, positive control = 100 | 0.3% of 340,000 active;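 active = mean replicate activation score at least 90 and every replicate individually at or above 90; inconclusive = only one of the two criteria met; inactive = neither criterion met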;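 also: higher luciferase means less miR-122 activity so hits act as miR-122 inhibitors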
DENV2 CPE – protects cells from dengue virus 2 cytopathic effect | 1.7% of 350,000 active | CPE inhibition, % at 9.99 µM | AID 651640 | DENV2-infected cells, cytopathic effect rescue, plate reader; in the data active = CPE inhibition above about 20%, passing the limit was not always enough; inconclusive = no clear call, values can overlap the other calls; tested in BHK-21 cells;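 also: 0% = median of neutral control wells and 100% = median of positive control wells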
ERAP1 inh – inhibitors of human ERAP1 aminopeptidase | 0.15% of 340,000 active | inhibition, % at 10.7 µM | recombinant ERAP1, Leu-AMC fluorescence, 60 min | AID 652197 | Q9NZ08;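 active = mean replicate inhibition of at least 30%, or all replicates individually reaching that 30% level; inactive = mean below 30% and not every replicate reaching it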;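 also: 0% = neutral control wells and 100% = L-leucinethiol positive control wells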
CASP6 VEID inh – blocks human caspase-6 cleavage activity | P55212 | purified caspase-6, Z-VEID-R110 cleavage fluorescence | inhibition, % at 12.5 µM | 0.53% of 350,000 active | AID 686996;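 active = mean inhibition across replicates at least about 35%, with every replicate also reaching that limit, limit read from the data; inconclusive = only one of the two criteria met; inactive = neither criterion met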;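 also: 0% = median of neutral control wells and 100% = no fluorescence left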
Target sequence (P55212 24-179 limits assumed): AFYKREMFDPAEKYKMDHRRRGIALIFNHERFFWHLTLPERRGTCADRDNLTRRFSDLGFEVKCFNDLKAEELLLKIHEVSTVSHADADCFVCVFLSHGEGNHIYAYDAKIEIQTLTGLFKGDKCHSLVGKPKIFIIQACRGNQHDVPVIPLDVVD
Target sequence (P55212 194-293 limits assumed): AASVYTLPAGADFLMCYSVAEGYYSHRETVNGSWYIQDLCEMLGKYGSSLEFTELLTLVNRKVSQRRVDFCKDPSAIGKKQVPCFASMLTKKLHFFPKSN
SIRT5 block – inhibitors of human sirtuin-5 desuccinylase | Q9NXA8 | Purified SirT5, succinyl-peptide AMC, trypsin-coupled fluorescence | inhibition, % at 15 µM | 1.1% of 330,000 active; in the data active = inhibition above about 15%; inconclusive = no clear call, values can overlap the other calls
Target sequence (Q9NXA8 whole entry, looked up): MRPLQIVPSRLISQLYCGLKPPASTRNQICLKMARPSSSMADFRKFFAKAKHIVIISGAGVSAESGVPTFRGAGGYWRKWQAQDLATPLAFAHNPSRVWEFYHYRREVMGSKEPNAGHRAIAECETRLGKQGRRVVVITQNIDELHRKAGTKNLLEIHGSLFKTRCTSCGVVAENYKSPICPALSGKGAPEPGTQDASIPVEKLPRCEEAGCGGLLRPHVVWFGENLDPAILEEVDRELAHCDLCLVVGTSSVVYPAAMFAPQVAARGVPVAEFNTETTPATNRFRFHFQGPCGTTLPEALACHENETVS
CFTR F508del cor – correctors of CFTR F508del function in bronchial epithelial cells; CFBE cells, YFP halide quenching; stimulated with forskolin plus potentiator P3; % fluorescence drop versus neutral controls; activity (quench increase), % at 7.58 µM; 0.36% of 350,000 active;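 active = mean added fluorescence quench of at least 8% versus neutral control, with both replicates also reaching 8%; inconclusive = only one of the mean or replicate conditions met; inactive = mean below 8% and not both replicates reaching 8%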;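 also: cells transiently co-express mutant CFTR-F508del with the halide-sensitive YFP; corrector assay measuring rescue of mutant channel to the surface after 24 h compound exposure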
Numbers without * were called inactive; ? = inconclusive; nt = not tested or not shown; [ ] = remark or other dose.

SMILES | ERp5 inh | miR-122 sensor | DENV2 CPE | ERAP1 inh | CASP6 VEID inh | SIRT5 block | CFTR F508del cor
Cc1cccc(C)c1NC(=O)C(C)NCc1cccs1 (stereo not given) | 0 | -1 | -5 | -1 | 1 | -3 | -4.8
CCn1c(C(C)NC(=O)c2cccs2)nc2ccccc21 (stereo not given) | ? | -9 | -5 | 1 | 1 | -2 | -0.3
C[C@@H]1CN([C@@H](C)CO)S(=O)(=O)c2ccc(C#CCN(C)C)cc2O[C@@H]1CN(C)C(=O)CC1CC1 | 0 | 0[16.7 µM] | 12 | 2 | 1 | 1 | 0.5
Cc1ccc(S(=O)(=O)N(C)CC(=O)N(C)CCOc2ccccc2)cc1 | 6 | 8 | -7 | -2 | -4 | nt | -0.2
O=C(NNC(=O)C1CCC1)c1ccc(F)cc1 | -1 | 2 | -2 | -4 | -3 | nt | 4.6
COc1cccc(-c2noc(-c3ccc(Br)o3)n2)c1 | 2 | nt | -4 | -2 | 2 | -2 | 3.0
C[C@H]1CN([C@@H](C)CO)C(=O)c2cc(NC(=O)C3CC3)ccc2O[C@@H]1CN(C)CC1CCCCC1 | 1 | 5[16.7 µM] | 8 | 4 | 1 | nt | -0.5
N#CCSc1nc2ccccc2o1 | 3 | nt | 17 | 0 | -2 | 0 | -32
O=C(CSc1nnc(CNC(=O)c2cccc(C(F)(F)F)c2)o1)NCc1ccco1 | 3 | nt | 8 | 4 | 4 | 0 | -5.5
COc1ccc(NC(=O)Nc2ccc3c(c2)C(=O)N([C@H](C)CO)C[C@H](C)[C@@H](CN(C)C)OCCCC[C@H](C)O3)cc1 | 8 | 4[16.7 µM] | 14 | 5 | 1 | -4 | -2.5
CC(C)Oc1cc(F)ccc1-c1cc(C(=O)NC2CCCCC2)[nH]n1 | 1 | 10 | 2 | -1 | 0 | -3 | -1.1
COc1ccc(NC(=O)Nc2ccc3c(c2)C(=O)N([C@H](C)CO)C[C@@H](C)[C@@H](CN(C)C(=O)Nc2ccc4c(c2)OCO4)O3)cc1 | nt | 1[16.7 µM] | -3 | nt | nt | nt | 0.1
CNNC(=S)NC1CC2CC1C1C=CCC21 (stereo not given) | nt | 1 | 6 | 1 | -4 | -4 | -1.2
C[C@H](O)C#Cc1ccc([C@H]2[C@H](CO)N3CCCCN(S(=O)(=O)c4ccccc4)C[C@@H]23)cc1 | -7 | 11[16.7 µM] | 8 | -1 | -3 | -5 | 2.8
CCc1cc(C(=O)N/N=C/c2ccc(OC)cc2)c2ccccc2n1 | -2 | 7 | -6 | 0 | 2 | 2 | 4.2
CCNC(=O)C1(C)CCN(C(=O)c2ccc3c(c2)OCO3)C1 (stereo not given) | -4 | nt | -8 | 3 | -1 | -3 | -0.9
Cc1cc(C)n(CCC(=O)N2CCCC(N3CCN(c4cccc(Cl)c4)CC3)C2)n1 (stereo not given) | -8 | 3 | 5 | -5 | -4 | 0 | -0.1
Cc1cccc(Nc2nnc(SCC(=O)c3c(N)n(C4CC4)c(=O)[nH]c3=O)s2)c1C | -2 | -15 | -11 | -1 | -6 | -1 | -0.2
CN1[C@@H]2c3cccc(=O)n3C[C@@H]2[C@@H](CO)[C@@H]1C(=O)NCCc1ccccc1 | 2 | -4[16.7 µM] | 0 | 3 | -4 | 0 | -0.2
CC(=O)/C(=N\Nc1ccccc1)Oc1ccc(Br)cc1 | -1 | -7 | 5 | -3 | -4 | -6 | -0.1
CC(=O)Nc1nnc(SCC(=O)c2ccc(F)cc2)s1 | 1 | -7 | -4 | 3 | 3 | 1 | 0.1
CC(C)CCN1CCC(CN2CCNC(=O)C2=O)CC1 | 1 | -3 | -4 | -2 | 11 | 1 | -1.8
N#CC1=C(N)N2C(=C(C#N)C1c1cccc(Br)c1)Nc1ccccc12 (stereo not given) | 1 | nt | 1 | 0 | 3 | 0 | 6.7
O=C(COC(=O)c1ccc(Cl)c(S(=O)(=O)N2CCCCC2)c1)NC1CCCCC1 | 0 | -12 | -2 | -6 | 27 | 2 | nt
COc1ccc(CN(C)C[C@@H]2OCCCC[C@@H](C)Oc3ccc(NS(=O)(=O)c4cccs4)cc3C(=O)N([C@H](C)CO)C[C@@H]2C)cc1 | -1 | 0[16.7 µM] | -11 | -77 | -5 | 4 | 3.1

Other entries follow.
SMILES | ERp5 inh | miR-122 sensor | DENV2 CPE | ERAP1 inh | CASP6 VEID inh | SIRT5 block | CFTR F508del cor
Cc1cccn2cc(CCNC(=O)c3cccs3)nc12 | -1 | 5 | 5 | -7 | 2 | -6 | -0.9
Cc1ccc(N(CC(=O)NC2CCCC2)C(=O)CCC(=O)Nc2nccs2)cc1C | -4 | nt | -4 | -2 | 1 | -4 | -0.9
O=C(c1ccco1)N1CCN(Cc2cccc([N+](=O)[O-])c2)CC1 | 6 | nt | ? | -1 | -3 | -3 | 2.8
CC(C)C#Cc1cnc2c(c1)C(=O)N([C@H](C)CO)C[C@H](C)[C@H](CN(C)Cc1ccccn1)O2 | nt | -3[16.7 µM] | 0 | nt | nt | nt | 1.0
NC(=O)CSc1cn(Cc2ccc(F)cc2)c2ccccc12 | -6 | -2 | -1 | -1 | 1 | 1 | -1.8
COc1ccc(CN(C)C[C@H]2Oc3c(NS(=O)(=O)c4ccc(Cl)cc4)cccc3C(=O)N([C@H](C)CO)C[C@@H]2C)cc1 | -1 | 26[16.7 µM] | 1 | -3 | -1 | -2 | -1.3
CSc1ccccc1NC(=O)Cc1ccccc1[N+](=O)[O-] | 6 | -1 | 1 | nt | -3 | nt | -0.1
O=C(Nc1ccccc1)c1ccccc1NC(=O)c1ccccc1[N+](=O)[O-] | -1 | 4 | 1 | nt | -1 | -1 | -0.8
C=CCNC(=S)N1C[C@H]2CON(C)[C@H]2C[C@H]1c1ccccc1Br | 4 | nt | 14 | 2 | -1 | 4 | 1.3
Cc1cc2nc(C3CCN(Cc4nnnn4Cc4cccs4)CC3)[nH]c2cc1C | 11 | nt | -5 | 0 | 2 | -1 | -0.5
CO[C@@H]1CN(C)C(=O)c2cc(NC(=O)C3CC3)ccc2OC[C@@H](C)N(CC2CCOCC2)C[C@H]1C | -2 | nt | 2 | 3 | 27 | 1 | -0.1
C[C@@H]1CN([C@H](C)CO)S(=O)(=O)c2ccc(-c3cncnc3)cc2O[C@@H]1CN(C)C(=O)c1ccc2c(c1)OCO2 | 6 | -1[16.7 µM] | 5 | 0 | 0 | -1 | 0.3
COc1cccc(CNC(=O)C2CCN(S(=O)(=O)c3c(C)nn(C)c3C)CC2)c1 | 4 | nt | -2 | -1 | 2 | nt | -6.2
O=C(NCc1nnc(SCC(=O)N2CCCC2)o1)c1ccccc1 | 7 | nt | -8 | 2 | -3 | 2 | 3.6
O=C(CSc1nc2ccccc2c(=O)n1CCCN1CCOCC1)Nc1ccc(F)c(Cl)c1 | 7 | -4 | -7 | -2 | 3 | -6 | -3.3
CCc1ccc(OC(=O)CN2C(=O)c3ccccc3C2=O)cc1 | -3 | 3 | -5 | -6 | 2 | -3 | -8.6
O=C1C=C(c2ccc3ncccc3c2)C[C@@H](c2ccc(Cl)cc2)C1 | -2 | 3 | 8 | 2 | 5 | nt | 1.7
COCC(=O)N1C[C@@H]2[C@H](c3ccccc31)[C@@H](CO)N2Cc1ccccc1Cl | -1 | -17[16.7 µM] | 13 | 1 | -2 | 3 | -1.8
COc1ccccc1-n1cc2c([N+](=O)[O-])cc([N+](=O)[O-])cc2n1 | 2 | 3 | -7 | -2 | 1 | 1 | 0.5
CCCNC(=O)Cn1c2ccccc2c2nc(=O)cc(C)n21 | -5 | nt | 4 | 0 | -1 | 2 | -6.2
O=C(Nc1cc(Cl)ccc1Cl)C1CC(=O)N(c2ccccc2)C1 (stereo not given) | 5 | -3 | 0 | 1 | 0 | -4 | 0.9
Cc1cn([C@H]2C[C@H](O)[C@@H](CNCc3cc(Br)ccc3OCc3ccccc3)O2)c(=O)[nH]c1=O | -9 | 0 | 1 | -1 | -3 | -2 | -2.8
C[C@@H]1CN([C@@H](C)CO)C(=O)c2cccc(NC(=O)c3ccc(-c4nccs4)cc3)c2O[C@@H]1CN(C)C(=O)Nc1cccc2ccccc12 | 6 | -8[16.7 µM] | 6 | -1 | -2 | 0 | -2.2
COC(=O)[C@H]1[C@H](CO)[C@H]2Cn3c(ccc(-c4cncnc4)c3=O)[C@H]2N1CCC(F)(F)F | 2 | nt | 8 | 0 | 1 | 0 | -1.7
C[C@@H]1CN([C@H](C)CO)C(=O)Cc2cc(NS(C)(=O)=O)ccc2O[C@@H]1CN(C)C(=O)NC1CCCCC1 | -5 | -6[16.7 µM] | 1 | -2 | 2 | -3 | -2.9

Reprinted at random: two compounds from above
SMILES | ERp5 inh | miR-122 sensor | DENV2 CPE | ERAP1 inh | CASP6 VEID inh | SIRT5 block | CFTR F508del cor
O=C(NCc1nnc(SCC(=O)N2CCCC2)o1)c1ccccc1 | 7 | nt | -8 | 2 | -3 | 2 | 3.6
O=C(c1ccco1)N1CCN(Cc2cccc([N+](=O)[O-])c2)CC1 | 6 | nt | ? | -1 | -3 | -3 | 2.8

Next compounds follow:
SMILES | ERp5 inh | miR-122 sensor | DENV2 CPE | ERAP1 inh | CASP6 VEID inh | SIRT5 block | CFTR F508del cor
COc1cccc(S(=O)(=O)N(C)C[C@@H]2Oc3ncc(-c4cccc(C(=O)N(C)C)c4)cc3C(=O)N([C@@H](C)CO)C[C@@H]2C)c1 | -9 | -11[16.7 µM] | -3 | 2 | -1 | -2 | -0.5
CCS(=O)(=O)N1CC2(CN(CC3CCOCC3)[C@H](CO)c3c2c2ccc(OC)cc2n3C)C1 | -4 | nt | -4 | 1 | 1 | 1 | -2.4
C[C@H](CO)N1C[C@H](C)[C@H](CN(C)Cc2ccc(Oc3ccccc3)cc2)OCc2cnnn2CCCC1=O | 0 | -8[16.7 µM] | 17 | -2 | -1 | 1 | 3.6
O=C(c1cnccn1)N1CC(=O)N2[C@H](CO)[C@H](c3ccc(-c4ccccc4)cc3)[C@@H]2C1 | -1 | nt | -1 | 3 | -2 | -2 | 0.8
N#CCCN(C(=O)COC(=O)Cc1ccc(Br)cc1)c1ccccc1 | -7 | -1 | -3 | 0 | 2 | 1 | 5.5
CCOc1ccc(N2CC(C(=O)Nc3cccnc3)CC2=O)cc1 (stereo not given) | 7 | nt | 6 | -1 | -3 | -3 | -2.2
C[C@@H]1CN([C@H](C)CO)C(=O)c2cc(-c3ccc(F)cc3)cnc2O[C@@H]1CN(C)C(=O)Nc1ccccc1F | -4 | -2[16.7 µM] | 1 | 3 | -1 | 13 | -0.1
Cc1ccc(S(=O)(=O)NCc2ccc(C(=O)NCCN(Cc3ccccc3)C(C)C)cc2)cc1 | 4 | 0 | -3 | 1 | 3 | 1 | 2.7
Cc1cccc(-c2ccc([C@H]3[C@@H](CO)N4C(=O)CN(C(=O)NC5CCCCC5)C[C@@H]34)cc2)c1 | 8 | nt | ? | 1 | 1 | -3 | 0.9
COc1cc(OC)cc(C(=O)Nc2ccc(S(=O)(=O)Nc3ncccn3)cc2)c1 | 5 | nt | 1 | -3 | 2 | 10 | -0.8
CCCCCCSc1ccc([C@H]2N[C@@](CC(C)C)(C(=O)OC)[C@H]3C(=O)N(C)C(=O)[C@@H]23)cc1OC | 0 | -2 | 0 | 4 | 2 | nt | -3.0
C[C@@H]1CN([C@@H](C)CO)C(=O)c2cc(/C=C/c3ccccc3)cnc2O[C@@H]1CN(C)C(=O)Nc1ccc(C(F)(F)F)cc1 | 5 | nt | -4 | -1 | -3 | -1 | 2.1
CCN(CC)c1ccc2cc(S(=O)(=O)c3ccc(Cl)cc3)c(=O)oc2c1 | -5 | -6 | 9 | nt | 0 | nt | -3.4
C[C@H](NC(=O)C[C@H]1CC[C@@H](NC(=O)C2CCOCC2)[C@@H](CO)O1)c1ccccc1 | -2 | nt | 7 | 2 | -1 | -1 | 2.4
O=C(NC1CCCCC1)C(c1ccnc2ccccc12)n1c(=O)c(-c2ccccc2)nc2ccccc21 (stereo not given) | -3 | nt | -5 | 1 | -2 | -1 | 2.9
Cn1c(SCC(=O)N/N=C/c2cc([N+](=O)[O-])ccc2O)nnc1-c1ccccc1 | -4 | 2 | 8 | 1 | 0 | 5 | 0.8
